CHT PAM – CHT positive allosteric modulators, primary screen, cell-based, membrane potential dye, choline EC20 | CHT-expressing cells; stronger effect = higher value; LV-AA mutant CHT in HEK293 cells | AID 488977, 2010 | High affinity choline transporter 1 (Homo sapiens), Q9GZV3 | 310,000 compounds, 0.49% hits | B-score at 10 µM;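 active = initial fluorescence not abnormally high and integrated response B-score, plate-corrected, over 3 SD above library mean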
Target sequence (Q9GZV3 whole entry, looked up): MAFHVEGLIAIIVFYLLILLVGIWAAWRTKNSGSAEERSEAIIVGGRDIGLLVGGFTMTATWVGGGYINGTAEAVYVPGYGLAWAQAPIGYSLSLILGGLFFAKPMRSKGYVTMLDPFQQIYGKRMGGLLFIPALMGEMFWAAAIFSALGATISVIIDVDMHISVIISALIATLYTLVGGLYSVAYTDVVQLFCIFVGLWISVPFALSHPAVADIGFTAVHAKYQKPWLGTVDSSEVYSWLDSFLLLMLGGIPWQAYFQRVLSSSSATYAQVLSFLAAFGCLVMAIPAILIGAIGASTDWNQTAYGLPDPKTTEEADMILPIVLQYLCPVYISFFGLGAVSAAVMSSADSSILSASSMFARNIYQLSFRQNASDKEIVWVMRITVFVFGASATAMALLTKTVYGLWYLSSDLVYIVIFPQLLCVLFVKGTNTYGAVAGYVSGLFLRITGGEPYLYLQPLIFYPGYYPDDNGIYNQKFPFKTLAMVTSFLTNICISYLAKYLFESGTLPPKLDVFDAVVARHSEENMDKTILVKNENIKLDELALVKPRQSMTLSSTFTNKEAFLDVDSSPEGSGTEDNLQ
OX1R antag-1 – antagonists of human orexin 1 receptor (OX1R). Orexin/Hypocretin receptor type 1 (Homo sapiens), O43613. OX1R-expressing cells, FRET antagonist read-out. inhibition, % at 6.6 µM. 330,000 compounds, 1.8% hits. AID 485270, 2010; in the data active = inhibition mostly above about 38%, no sharp cut-off; inactive = mostly below about 40%;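 note: 0% = agonist challenge alone and 100% = reference antagonist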
Target sequence (O43613 whole entry, looked up): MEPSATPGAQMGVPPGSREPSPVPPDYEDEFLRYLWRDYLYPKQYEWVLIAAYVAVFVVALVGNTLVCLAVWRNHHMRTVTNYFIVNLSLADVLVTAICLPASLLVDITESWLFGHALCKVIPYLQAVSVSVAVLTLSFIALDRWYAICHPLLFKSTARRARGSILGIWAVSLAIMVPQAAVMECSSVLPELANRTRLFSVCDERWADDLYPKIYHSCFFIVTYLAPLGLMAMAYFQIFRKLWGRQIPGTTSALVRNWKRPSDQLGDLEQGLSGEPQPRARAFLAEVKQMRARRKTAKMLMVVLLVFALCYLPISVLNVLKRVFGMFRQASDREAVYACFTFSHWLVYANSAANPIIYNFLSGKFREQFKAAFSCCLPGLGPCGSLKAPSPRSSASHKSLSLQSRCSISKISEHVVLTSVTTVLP
OX1R antag-2 – OX1R (HCRTR1) antagonists, primary screen, fluorescence, CHO/OX1R cells, Fluo-8 calcium, orexin A. 330,000 compounds, 0.43% hits. AID 434989, 2010. inhibition, % at 5 µM. Fluo-8 calcium fluorescence. Orexin/Hypocretin receptor type 1 (Homo sapiens), O43613;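 active = inhibition above its plate's threshold, mean inhibition of all tested compounds on the plate plus 3 SD, cut at about 37% in these data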;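 note: 0% = orexin A challenge wells and 100% = SB-334867-A antagonist wells; not every result past the cut was called active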
Active calls of the source: *; i = inactive; x = not tested or not shown. This is a random part of the collection; about 2.5% have a hit in one of these screens.

SMILES | CHT PAM | OX1R antag-1 | OX1R antag-2
O=C(C1CCCO1)N1CCN(C(=S)Nc2ccc(Cl)cc2Cl)CC1 (centres undefined) | i | 14 | -8
CCOC(=O)N1CCC(NC(=O)c2ccc3c(c2)N(Cc2ccc(F)cc2)CCS3)CC1 | i | 20 | -41
CC(=O)Nc1ccc(NC(=O)Nc2cc(C)cc(C)c2)cc1 | i | 5 | -9
CC(=O)c1ccc(OC(=O)N(c2ccccc2)c2ccccc2)cc1 | i | 14 | -35
CCn1c(SCC(=O)N2CCCc3ccccc32)nc2cccnc21 | i | 21 | -38
Cc1sc2ncnc(NCC3(N4CCOCC4)CCCCC3)c2c1C | i | 10 | -37
CCCc1nnc(NC(=O)CCC(=O)Nc2ccc(F)cc2)s1 | i | 8 | -18
CC(C)(C)c1ccc(NC(=O)C2=CN3CCS(=O)(=O)N=C3C=C2)cc1 | x | -4 | 4
CC1=CC(C)(C)Nc2ccc(C)cc21 | i | 6 | -12
Cc1nccn1CCCN1C(=O)OC2(CCCCC2)C1(C)O (centres undefined) | i | 24 | -5
Cn1nnc(NC(=O)c2ccc([N+](=O)[O-])cc2Cl)n1 | i | 94* | 16
CC(=O)Oc1ccc2nc(-c3ccco3)oc(=O)c2c1 | i | 20 | 14
c1ccc(-c2nnc(CSc3nncs3)o2)cc1 | i | 13 | -5
Cc1c(-c2ccccc2)c(=O)oc2cc(O)ccc12 | i | 11 | 1
CCOc1ccccc1N(CC)C(=O)c1nn(C)c2c1CSc1ccccc1-2 | i | 9 | -28
O=C(NCc1nc2ccccc2[nH]1)C1=C[C@H](c2ccc(C(F)(F)F)cc2)C[C@H](OCc2ccc(CO)cc2)O1 | i | 24 | -13
COc1cccc(NC(=O)CCc2ccccc2)c1 | i | 19 | -9
CC(C)CNC(=S)N(CCCO)Cc1cc2cc3c(cc2[nH]c1=O)OCO3 | i | 18 | -11
COc1ccc(C(=O)N2CCN(c3ccc(NC(=O)c4cccs4)cc3)CC2)cc1 | i | -1 | -10
CCOc1cc(C(=O)OCC(=O)NC(C)c2ccccc2)ccc1OCC(=O)N1CCOCC1 (centres undefined) | i | 5 | -17
COC(=O)[C@@]12CCCCN1[C@H](c1ccc(-c3cccc(Cl)c3)c(OC)c1)[C@H]1C(=O)N(C)C(=O)[C@H]12 | i | 23 | -20
CCc1ccc2c(CC(=O)Nc3nnc(C4CC4)s3)coc2c1 | i | 12 | -14
Cc1ccc(C)c(NC(=O)c2ccccc2C(=O)c2ccccc2)c1 | i | 29 | -34
CCCCn1c(N)c(N(CCOC)C(=O)c2ccc(F)c(S(=O)(=O)N3CCOCC3)c2)c(=O)[nH]c1=O | i | 12 | -6
O=C(NCCCn1ccnc1)c1c(F)cccc1F | i | 11 | 2
CC(C)N(C(=O)[C@H]1CC(CC(=O)NCc2ccco2)C(=O)N2CCc3c([nH]c4ccccc34)[C@]12C)C(C)C (some centres undefined) | x | 16 | 5
C[C@H](NC(=O)c1ccco1)C(=O)OCC(=O)N1CC(=O)Nc2ccccc21 | x | 1 | -11
CCC(C)NS(=O)(=O)c1ccc(OCC(=O)Nc2ccc3c(c2)OCCO3)cc1 (centres undefined) | i | -1 | -6
Cc1ccc(C(=O)OCC(=O)N2CCCCCC2)c(O)c1 | x | 11 | -1
Cc1cc(NS(=O)(=O)c2ccc(NC(=S)NC(=O)c3ccc(F)cc3Cl)cc2)no1 | i | 2 | -4
Cc1ccc(O)c(CNc2nccs2)c1 | i | 23 | 2
Cc1cccc(N(CC(=O)Nc2ccc(CC#N)cc2)S(C)(=O)=O)c1 | i | 14 | -13
COc1cc(NC(=O)N[C@H](C(=O)O)C(C)C)cc(OC)c1 | i | 1 | -10
Cc1cccnc1NC(=O)c1cccc(S(=O)(=O)N2CCCc3ccccc32)c1 | i | 19 | -7
CCOC(=O)N1CCC(N2Cc3cccc(C(=O)NCc4ccc(OC)cc4)c3C2=O)CC1 | i | 14 | -35
S=C(NNc1nc(Nc2ccccc2)nc(N2CCCCC2)n1)NC1CCCCC1 | i | 2 | -25
C=CCn1c(SCC2CCCCO2)nc2sc(CC)cc2c1=O (centres undefined) | i | 29 | -16
COc1ccc(C(=O)O/N=C(\N)c2ccccn2)cc1[N+](=O)[O-] | i | 29* | -16
O=C(c1ccccc1)N1CCN(S(=O)(=O)c2cccc(NS(=O)(=O)c3ccccc3)c2)CC1 | i | 4 | -45
CCc1ccc(-c2cc(C(=O)N/N=C/c3ccco3)[nH]n2)cc1 | i | 5 | -22

Look-ups from the entries so far.
Entry of `C[C@H](NC(=O)c1ccco1)C(=O)OCC(=O)N1CC(=O)Nc2ccccc21` under OX1R antag-2: -11
Entry of `CCOC(=O)N1CCC(NC(=O)c2ccc3c(c2)N(Cc2ccc(F)cc2)CCS3)CC1` under OX1R antag-2: -41

Looked up by compound from the list above:
SMILES | CHT PAM | OX1R antag-1 | OX1R antag-2
CC(C)N(C(=O)[C@H]1CC(CC(=O)NCc2ccco2)C(=O)N2CCc3c([nH]c4ccccc34)[C@]12C)C(C)C (some centres undefined) | x | 16 | 5
COC(=O)[C@@]12CCCCN1[C@H](c1ccc(-c3cccc(Cl)c3)c(OC)c1)[C@H]1C(=O)N(C)C(=O)[C@H]12 | i | 23 | -20
COc1ccc(C(=O)O/N=C(\N)c2ccccn2)cc1[N+](=O)[O-] | i | 29* | -16
CCC(C)NS(=O)(=O)c1ccc(OCC(=O)Nc2ccc3c(c2)OCCO3)cc1 (centres undefined) | i | -1 | -6

The list continues:
SMILES | CHT PAM | OX1R antag-1 | OX1R antag-2
CCCC/S(CC1CC1(Cl)Cl)=N\S(=O)(=O)c1ccc(C)cc1 (centres undefined) | i | 20 | -24
COc1ccccc1NC(=O)C1=C(C)N(c2ccccc2)C(=S)NC1c1cccc(C(F)(F)F)c1 (centres undefined) | i | 5 | -20
COc1ccc(/C=N/NC(=O)c2ccc3nc[nH]c3c2)c(OC)c1 | i | 11 | -10
O=C(NCC1COc2ccccc2O1)c1ccc(Cl)c(S(=O)(=O)N2CCCC2)c1 (centres undefined) | x | 34* | 31
COc1ccc(/C=N/NC(=O)C(=O)N2CCCCCC2)cc1 | i | 8 | 5
Cc1ccc(CC(=O)OCCNC(=O)c2cccnc2)cc1 | i | 10 | -14
CC1(C)CC2CC(C)(CN2S(=O)(=O)c2cccc(C(N)=O)c2)C1 (centres undefined) | x | 5 | -23
CCC(C)(C)C1CCc2c(sc(NC(=O)c3ccoc3C)c2C(N)=O)C1 (centres undefined) | i | 28 | -19
Cc1csc(=O)n1CC(=O)OCc1cccc2ccccc12 | i | 46* | 2
CC(C)c1cc(CNC(=O)CC2C(=O)NCCN2CC2CCCCC2)on1 (centres undefined) | i | 4 | -13
CC(C)c1ccc(NC(=O)COC(=O)COc2ccccc2)cc1 | i | 0 | 14
Cc1ccc(C)n1-c1nnc(N2CCC(C(=O)NCCCN3CC(C)CC(C)C3)CC2)s1 (centres undefined) | i | 6 | -4
CC(C)(C)c1ccc(C(=O)NC(=O)COC(=O)CCS(=O)(=O)c2ccccc2)cc1 | x | 8 | -44
O=C(CCCSc1nc2ccccc2s1)NCc1ccc2c(c1)OCO2 | i | 21 | -7
Cc1ccc(C(=O)NCCc2nnc3ccc(SCC(=O)Nc4ccc(C)cc4C)nn23)cc1 | i | 8 | -37
Cc1ccc(NC(=O)C2CCCN(S(=O)(=O)c3c(C)noc3C)C2)cc1F (centres undefined) | i | -1 | -10
COc1cc(/C=N/NC(=O)c2ccc(CSc3nncn3C)cc2)ccc1OCC(=O)N1CC(C)OC(C)C1 (centres undefined) | i | 5 | -11
CC(C(=O)NC1C=CS(=O)(=O)C1)N1C(=O)/C(=C/c2ccc(Cl)cc2)SC1=S (centres undefined) | i | 12 | -2
CCN1C(=O)c2cccc3c(NC(=O)c4ccc5c(c4)OCCO5)ccc1c23 | i | 8 | -27
Cc1csc(N2CCCC2c2nc3cc(Cl)c(N4CCCCC4)cc3n2CCOCCO)n1 (centres undefined) | i | 27 | -12
CCSc1nc(N2CCCCC2)c2c(c1C#N)CCCC2 | i | 5 | -30
CC(C)(C)c1cc(OC(=O)c2ccncc2)ccc1O | i | 26 | -2
O=C(Nc1ccccc1C(F)(F)F)c1ccccn1 | i | -3 | -6
Cc1ccc(N2CC(C(=O)NCCS(=O)(=O)N3CCN(c4ccccc4)CC3)CC2=O)cc1 (centres undefined) | i | -2 | -15
CC1(C)CC(=O)C2=C(C1)Nc1ccccc1NC2c1ccc(F)c(F)c1 (centres undefined) | i | 5 | -24
COC(=O)c1cccc(C(=O)Oc2cccc(Br)c2)n1 | i | 19 | 0
CC1(C)CC(=O)c2cnc(N3CCc4ccccc43)nc2C1 | i | 14 | -8
COc1ccccc1CNC(=O)CC(C)C | i | 18 | -32
CSc1ncccc1C(=O)OCC(=O)N1CCOCC1 | i | 13 | -1
COc1ccc(CC(=O)Nc2ccc(C(=O)O)cc2NC(=O)Cc2ccc(OC)cc2)cc1 | i | 12 | -5
CC(C)N(C(=O)CSc1nnc(NC2CC2)s1)c1ccccc1 | x | 5 | -3
COc1ccc(CCNC(=O)Cn2c(=O)n(CC3CCCO3)c(=O)c3cc(OC)c(OC)cc32)cc1OC (centres undefined) | i | 17 | -18
COc1ccccc1Cn1cnc2cccnc21 | i | 10 | -13
O=C(O)C(Oc1ccc2ccccc2c1)c1ccccc1 (centres undefined) | i | 2 | 1
Cc1ccc(NC(=O)c2ccc(Cn3cc([N+](=O)[O-])cn3)cc2)c(C)c1 | i | 0 | -9
CC(=O)N1N=C(c2ccncc2)OC1(Cc1ccccc1)Cc1ccccc1 | i | 11 | -29
Cc1cc(C(=O)CSc2nn3c(=O)c(C(C)(C)C)nnc3s2)c(C)n1-c1ccc(F)cc1 | i | 16 | -13
COc1ccc(N2CCN(S(=O)(=O)c3c(C)noc3/C=C/N(C)C)CC2)cc1 | i | 12 | -1
C(=N\Nc1ncnc2nc[nH]c12)/c1cccs1 | i | 9 | -12
CCOC(=O)c1csc(NC(=O)c2cc(-c3ccccn3)nc3ccccc23)n1 | x | -2 | -15
CCCc1cc(=O)[nH]c(SCC(=O)Nc2ccc3ccccc3c2)n1 | x | 1 | -16
CN(CC(=O)Nc1ccc(Cl)c(C(F)(F)F)c1)C(=O)CNC(=O)C1CCCCC1 | x | 7 | 16
CCOC(=O)c1cc(NC(=O)c2ccc(C)cc2)c(=O)oc1-c1ccccc1 | i | 15 | -15
COc1ccc(S(=O)(=O)Nc2ccccc2C(=O)N2CCCCC2)cc1C | i | 23 | -23
O=C(CNC(=O)COc1ccccc1)NCCN1CCOCC1 | x | -2 | -4
CCC(C(=O)Nc1cccc(C(F)(F)F)c1)c1ccccc1 (centres undefined) | i | 43 | -3
CC1CN(C(=O)CSc2nnc3c(Cl)cc(Cl)cn23)CC(C)O1 (centres undefined) | i | 27 | -22
CCN(C(=O)c1cc2c(=O)n3ccccc3nc2s1)C1CCCCC1 | i | 23 | -32
CCn1c(-c2ccccc2Cl)nn(CC(=O)Nc2cc(Cl)ccc2Cl)c1=S | i | 54* | 46*
CC1CC(C)CN(C(=O)C2CCN(S(=O)(=O)N3CCC4(CC3)OCCO4)CC2)C1 (centres undefined) | i | 4 | -22
COc1ccccc1NC(=O)COC(=O)c1oc2ccccc2c1C | i | 51* | -1
CCOC(=O)c1c(NC(=O)CN2C(=O)NC3(CCCCCC3)C2=O)sc(C)c1-c1ccc(C)cc1 | i | 12 | -16
O=C(CN1CCN(c2ccccc2O)CC1)NC(=O)NCc1ccco1 | i | 5 | -14
Cc1c(O)ccc2cc(S(=O)(=O)c3ccccc3)c(=O)oc12 | i | -2 | -10
CCOc1[nH]n(-c2ccccc2)c(=O)c1C=Nc1ccc(C(=O)OC)cc1 | i | 11 | -14
NC(=O)c1sc2nc(N3CCOCC3)c3c(c2c1N)CCCC3 | i | 34 | -3
O=C(COC(=O)c1ccccc1-c1nc2ccccc2s1)Nc1ccccc1C(F)(F)F | i | 8 | -44
Cc1ccc(SCC(=O)OCC(=O)NCCc2ccccc2)cc1C | x | 6 | -28
COc1ccc(CNc2nc3c(c(=O)n(Cc4ccc(Cl)cc4)c(=O)n3C)n2C)cc1 | i | 8 | -6
Cc1cccc(CN2CCN(CC(C)C)C(CCO)C2)n1 (centres undefined) | i | 10 | -3
Going on with the list.
SMILES | CHT PAM | OX1R antag-1 | OX1R antag-2
CC1=C(CC(=O)c2ccccc2)C(=O)c2ccccc2C1=O | i | 31 | -22
CCCC[n+]1ccn(C2=C([O-])c3ccccc3C(=O)/C2=N\S(=O)(=O)c2ccc(Br)cc2)c1 | i | 20 | -21
CCOc1ccccc1C(C(=O)NC1CCCC1)N(Cc1ccco1)C(=O)CNC(=O)c1ccco1 (centres undefined) | i | 12 | -25
NC(=S)n1[nH]c(-c2ccccc2)c(N=Nc2ccccc2C(=O)N2CCOCC2)c1=O | i | 12 | -26
CCCCN1C(=O)c2ccc(C(=O)NC3(C)CCS(=O)(=O)C3)cc2C1=O (centres undefined) | x | 18 | -19
CCc1ccc(/C=N/NC(=O)c2cc(C3CC3)nc3ccc(Br)cc23)s1 | i | 7 | -33
OCC[C@@H]1C[C@@H](O)[C@H](O)[C@]2(Cc3ccccc3CO2)O1 | i | 0 | -10
COC(=O)NCC(c1cccnc1)N1CCOCC1 (centres undefined) | i | -1 | -5
